# High-throughput results: PubChem BioAssay, several laboratories
# DTT redox prof: compounds producing H2O2 with reducing agent – biochemical, NIH compound library profiling, artefact control for MLSCN library redox annotation, primary screen. DTT-dependent redox cycling H2O2, phenol red/HRP absorbance; 100% = 100 µM peroxide control, 0% = buffer. activation, % at 10 µM. AID 878, 2007. actives 0.03% (n = 200,000);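 active = activation of at least 50% relative to the plate's high and low controls in the primary single-dose screen; inactive = activation below 50%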;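 also: compound incubated with DTT at 0.8 mM final as the reducing agent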
# RAM inhibit: inhibitors of the yeast RAM network, primary screen, dse1pr::URA3 reporter, 5-FOA selection; inhibition, % at 50 µM; S. cerevisiae dse1pr::URA3 reporter, 5-FOA growth OD615, 2 d; analog-sensitive cbk1-as2 kinase mutant strain; actives 1.8% (n = 190,000);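 active = inhibition above a set limit, 3 SD over mean compound inhibition, cut at about 8.4% in these data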;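 also: 0% = DMSO-only wells with no growth and 100% = 10 µM 1-NA-PP1 full growth; inhibition rescues growth on 5-FOA so higher OD means more RAM inhibition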
# Efa HMGR inh: inhibitors of E. faecalis class II HMGR, primary screen, biochemical, Enterococcus faecalis; HMG-CoA reductase (Enterococcus faecalis, mvaE); purified E. faecalis HMGR, NADPH absorbance 340 nm kinetic; inhibition, % at 10 µM; actives 0.41% (n = 190,000);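 active = inhibition above a set limit, the median over all tested compounds plus 3 SD, cut at about 9.5% in these data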;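 also: enzyme runs in reverse so mevalonate oxidation gives rising NADPH absorbance; 0% = complete reaction with DMSO and 100% = background rate lacking mevalonate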
# PMI activator: activators of human PMI, primary screen, biochemical, fluorescence intensity, near-Km mannose 6-phosphate; Mannose-6-phosphate isomerase (Homo sapiens), P34949; purified human PMI, coupled resazurin fluorescence, 20 min; stronger effect = higher value; 1 = vehicle control, 0 substrate-free wells; activation factor at 20 µM; actives 0.005% (n = 190,000);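 active = activation factor of 2 or more at 20 µM, relative to plate controls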
# Target sequence (P34949 whole entry, looked up): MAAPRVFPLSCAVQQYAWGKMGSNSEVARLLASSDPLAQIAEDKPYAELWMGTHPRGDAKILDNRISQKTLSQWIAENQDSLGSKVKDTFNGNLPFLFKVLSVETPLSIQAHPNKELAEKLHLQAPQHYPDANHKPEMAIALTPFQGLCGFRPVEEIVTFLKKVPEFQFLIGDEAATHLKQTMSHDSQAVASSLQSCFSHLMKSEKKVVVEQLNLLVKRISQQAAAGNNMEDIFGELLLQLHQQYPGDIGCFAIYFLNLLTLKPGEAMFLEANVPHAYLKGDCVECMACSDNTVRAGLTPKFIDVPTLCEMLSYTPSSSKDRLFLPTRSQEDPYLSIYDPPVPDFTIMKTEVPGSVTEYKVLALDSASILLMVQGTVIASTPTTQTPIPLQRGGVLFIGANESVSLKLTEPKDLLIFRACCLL
# S1P3 antagonist: S1P3 receptor antagonists, primary screen, cell-based; actives 0.27% (n = 170,000); CHO S1P3 NFAT-BLA reporter, FRET fluorescence, antagonist mode; inhibition, % at 4.98 µM;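 active = inhibition above the plate cutoff, the mean inhibition of test wells on that plate plus 3 SD, cut at about 28% in these data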;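 also: cells challenged with S1P at its EC80 of 0.8 µM; blue over green emission ratio from cleaved BLA substrate after 4 h stimulation; 0% = S1P-stimulated wells and 100% = unstimulated DMSO-only wells; some compounds past the cut are filed as inactive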
# PMI act hi M6P: human PMI activators, high substrate, primary screen, biochemical, fluorescence intensity, near-saturating mannose 6-phosphate; AID 1216, 2008; coupled PMI enzyme assay, resazurin fluorescence, 20 min; stronger effect = higher value; 1 = untreated enzyme, 0 = substrate-free blank; Mannose-6-phosphate isomerase (Homo sapiens), P34949; activation factor at 20 µM; actives 0.34% (n = 190,000);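 active = activation factor of 2 or more at 20 µM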
#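 Test system: human PMI in coupled enzyme assay; Input: PMI at 15 ng/mL final; Medium: HEPES buffer, pH 7.4; Schedule: 20 min incubation at room temperature; Technique: resorufin fluorescence at Ex 544/Em 590 nm; Compound: 20 µM single dose; Probe or stimulus: Near-saturating mannose-6-phosphate, 1.0 mM.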
# TNAP inh hiacc: human TNAP enzyme inhibitors, primary screen, biochemical, luminescent, high phosphate acceptor level, uHTS; purified TNAP, CDP-star luminescence, 1 M DEA; inhibition, % at 20 µM; actives 0.03% (n = 200,000);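 active = over 50% inhibition of tissue-nonspecific alkaline phosphatase at 20 µM in the single-dose screen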;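 also: plate controls were DMSO wells for no effect and EDTA-quenched wells as full inhibition for full effect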
# Target sequence (P05186 whole entry, looked up): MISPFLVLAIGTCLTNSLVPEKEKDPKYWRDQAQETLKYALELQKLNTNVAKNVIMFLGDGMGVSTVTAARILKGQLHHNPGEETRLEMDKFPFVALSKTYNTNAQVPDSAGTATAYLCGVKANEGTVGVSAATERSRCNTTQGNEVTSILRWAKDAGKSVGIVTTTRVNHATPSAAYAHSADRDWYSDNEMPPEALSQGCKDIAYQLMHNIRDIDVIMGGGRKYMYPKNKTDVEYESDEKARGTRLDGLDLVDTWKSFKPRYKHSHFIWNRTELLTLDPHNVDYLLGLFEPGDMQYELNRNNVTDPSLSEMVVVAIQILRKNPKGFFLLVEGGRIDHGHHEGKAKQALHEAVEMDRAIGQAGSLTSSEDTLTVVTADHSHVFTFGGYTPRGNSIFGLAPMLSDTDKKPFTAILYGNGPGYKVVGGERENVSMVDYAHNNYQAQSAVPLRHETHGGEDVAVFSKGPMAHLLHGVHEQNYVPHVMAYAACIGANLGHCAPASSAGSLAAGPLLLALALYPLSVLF
# TNAP inh noacc: human TNAP enzyme inhibitors, primary screen, biochemical, luminescent, no phosphate acceptor, uHTS; Alkaline phosphatase, tissue-nonspecific isozyme (Homo sapiens), P05186; purified TNAP, CDP-star luminescence, 30 min; inhibition, % at 20 µM; actives 0.26% (n = 200,000); AID 1012, 2008;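 active = tissue-nonspecific alkaline phosphatase inhibition above about 50% at 20 µM in the single-dose screen, limit read from the data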;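 also: 0% = DMSO negative control and 100% = EDTA positive control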
# Hsp70 act: Hsp70 transcriptional activators, primary screen, cell-based, HeLa, Hsp70 promoter luciferase, luminescence, 10 µM. HeLa Hsp70 promoter luciferase reporter; scaled: vehicle 0, proteasome-inhibitor control 100%. activation, % at 10 µM. actives 0.04% (n = 200,000);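 active = activation above the mean across all tested compounds plus 3 SD, cutoff set per campaign, cut at about 5.5% in these data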;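 also: 100% = MG132 at 30 µM as the positive control and 0% = DMSO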
# Lmaj promast: Leishmania major promastigote growth inhibition, primary screen | inhibition, % at 10 µM | Leishmania major promastigotes, resazurin fluorescence viability | actives 9% (n = 200,000); in the data active = inhibition above about 50%;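 also: promastigotes grown with compound for 44 hours at 28 °C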
# * hit, by the source's call; x = no result given; & = joins results of further samples.
SMILES,DTT redox prof,RAM inhibit,Efa HMGR inh,PMI activator,S1P3 antagonist,PMI act hi M6P,TNAP inh hiacc,TNAP inh noacc,Hsp70 act,Lmaj promast
Cc1cc2nccc(-c3ccncc3)n2n1,-1.6,1.4,0,1.1,-17,1,-7,-15,0.0,12
CC(=C/c1ccco1)/C=N/NC(=O)Cc1cccn1C,0.3,-0.9,-7,1.1,-10,0.6,0,-1,-0.2,-1
COc1ccc(-n2c3c(cc(C(=O)NNc4ccccc4C)c2=O)C(=O)CC(C)(C)C3)cc1,-0.1,2.3,-2,1.9,-21,2*,-2,9,-0.3,47
Cc1ccc2[nH]c(C(=O)O)c(NC(=O)c3ccccc3[N+](=O)[O-])c2c1,-0.2,2.3,-5,1,-1,1,-5,-11,-0.4,-2
O=C(OCc1cc(-c2ccccc2)no1)c1ccc2ccccc2n1,-0.5,2.6,-2,0.9,-9,0.9,0,-4,-0.3,-5
Cn1nc(OC(=O)Nc2ccc(Cl)cc2)cc1C(F)(F)F,-0.1,0.5,-1,1,x,1,4,-5,0.1,-4
COc1cccc(NC(=O)NCCCSC2CCCCC2)c1,0.5,3.5,2,0.9,x,0.9,-10,-24,-0.4,5
O=C(Cc1cccs1)NCCc1cn2ccccc2n1,-1.2,2.8,-1,1,-10,0.9,-11,-16,-0.1,-4
CC(NC(=O)NCCCn1ccnc1)(C(F)(F)F)C(F)(F)F,-0.8,2.4,-11,1.1,x,1.1,-10,-14,0.0,-2
CCOC(=O)CCCCC(=O)c1[nH]c(=O)[nH]c1CSc1nc(-c2ccccc2)c(C#N)c(=O)[nH]1,0.9,7.0,-6,1.2,-2,1.5,-4,-1,-0.3,4
O=C(CSc1nnc(COc2ccccc2Cl)o1)NC(=O)NC1CCCC1,3.5,3.1,-10,0.9,16,0.9,-2,-10,-0.3,-1
Cc1cc(C)c(S(=O)(=O)N2CCN(CCO)CC2)c(C)c1,-1.0,1.7,4,1,-18,1,-9,-18,0.1,-2

# 3 compounds from above, sorted by their value in TNAP inh hiacc, highest first:
Compound	TNAP inh hiacc
CC(=C/c1ccco1)/C=N/NC(=O)Cc1cccn1C	0
Cc1ccc2[nH]c(C(=O)O)c(NC(=O)c3ccccc3[N+](=O)[O-])c2c1	-5
Cc1cc(C)c(S(=O)(=O)N2CCN(CCO)CC2)c(C)c1	-9

# Next section
SMILES,DTT redox prof,RAM inhibit,Efa HMGR inh,PMI activator,S1P3 antagonist,PMI act hi M6P,TNAP inh hiacc,TNAP inh noacc,Hsp70 act,Lmaj promast
O=[N+]([O-])c1ccc(/C=C/c2ccc3ccccc3n2)cc1,-0.1,0.1,5,1,15,1,1,-7,-0.3,6
COc1ccccc1NC(=O)COC(=O)[C@@H]1CCCN1C(=O)c1cccs1,0.1,0.2,-2,0.9,x,1,1,-5,-0.1,11
COC(=O)c1ccccc1NC(=S)NC(=O)C1CCCCC1,-0.4,-0.8,-2,1,-1,1,4,-7,0.1,-7
c1ccc(-c2nc(NCCCN3CCOCC3)c3ccccc3n2)cc1,2.0,2.4,0,0.9,-11,1,-5,-16,-0.2,62*
COc1nc(C)ccc1-c1noc(-c2ccccn2)n1,-0.3,-0.3,0,0.9,6,1,-1,0,-0.2,29
Cc1ccc(NC(=O)C2CCN(C(=O)NC3CCCCC3)CC2)cc1Cl,0.9,6.6,-5,0.9,3,1,-4,-4,0.1,1
Cn1c(=O)cc(SCC(=O)N2CCOCC2)c2ccc(Cl)cc21,3.1,5.0,6,1,2,1,-4,-6,-0.2,-1
O=C(C1=NN(c2ccccc2)C2C(=O)N(c3ccccc3Cl)C(=O)C12)c1ccccc1 (centres undefined),0.0,5.6,0,0.9,17,1,6,-5,-0.4,-9
S=c1[nH]nc(-c2ccc(Cl)cc2Cl)n1Cc1ccccc1,0.4,2.3,-8,0.9,-1,0.9,4,-18,-0.5,-4
O=[N+]([O-])c1nn(-c2ccc(Cl)cc2)n(O)c1=NCc1ccccc1,-0.8,-1.0,1,1,-5,1,0,-2,0.0,32
COc1ccccc1NC(=O)/C=C1\SCC(=O)N1C,-2.8,1.4,0,1,-9,1,-1,-7,-0.4,100*
Cc1ccc(CC(=O)Nc2cc([N+](=O)[O-])ccc2F)cc1,-0.1,5.1,0,x,1,x,-3,-6,-0.4,-5
O=C(NCc1ccccn1)Nc1ccc2c(c1)OCO2,0.6,-0.2,2,0.8,-14,0.9,2,-3,-0.2,-9
C/C(N)=C(/C#N)C(=O)COc1ncnc2ccc(Br)cc12,-5.8,2.1,-7,1,-29,0.9,-2,-6,-0.2,-4
O=C1c2cc3ccccc3c(-c3ccccc3)c2C(=O)N1c1ccccn1,0.2,0.3,-2,0.8,-10,0.8,0,-4,1.2,-2
COCCn1c(Cc2ccccc2)nnc1SCc1ccc([N+](=O)[O-])cc1,-0.2,1.7,-5,0.9,5,1,-1,1,-0.1,51*
Cc1c(N=C2NC(=O)/C(=C/c3cccc([N+](=O)[O-])c3)S2)c(=O)n(-c2ccccc2)n1C,0.2,2.8,5,0.9,-6,0.9,7,-4,-0.3,89*
COc1ccc(N2CCN(C(=O)c3ccccc3)CC2)c([N+](=O)[O-])c1,0.6,2.1,-2,1,-13,1,-3,-7,-0.1,8
CCO/C=N/c1c(C#N)c2c(c(=S)n1C)COC(C)(C)C2,2.3,0.1,1,0.9,-1,1,-1,-9,-0.2,7
Nn1c(SCC(=O)Nc2ccccc2F)nc2ccccc2c1=O,0.7,1.1,-1,0.9,-26,1,5,1,0.0,-1
COc1ccc(NC(=S)N(CCN2CCOCC2)Cc2ccccc2F)cc1,-0.3,2.5,12*,1,4,1,-5,-6,-0.1,2
Cc1ccc(-c2nnnn2-c2ccc(C)cc2)cc1,-0.9,2.0,-1,1,5,0.9,-1,-4,-0.2,33
Cc1cccc(C)c1NC(=O)C1(N(Cc2ccco2)C(=O)CC2NC(=O)NC2=O)CCCC1 (centres undefined),4.1,2.0,0,1,x,1,-6,-18,-0.5,2
Cc1oc2c(c1C(=O)N1CCC(C)CC1)C(=O)c1ccccc1C2=O,0.5,-1.8,-2,1,-11,0.5,4,6,-0.1,100*
COc1ccc(C(=O)C23CC4CC(C2)CC(C(=O)c2ccc(OC)cc2)(C4)C3)cc1,0.6,9.1*,0,0.9,-12,1,-3,-8,0.1,13
O=C(Nc1ccc(Cl)cc1)Nc1ccc(N2CCOCC2)cc1,2.3,1.7,-1,0.8,11,0.9,-3,-6,-0.2,-6
CC(=O)Nc1ccccc1C(=O)C(=O)Nc1cccc(C(=O)N2CC(C)CC(C)C2)c1 (centres undefined),-0.1,-0.4,1,1,1,0.9,-3,-7,0.0,-6
COc1ccc(-n2c(SCC(=O)Nc3ccccc3)nnc2-c2ccc(NS(=O)(=O)c3ccc(C)cc3)cc2)cc1,-1.3,3.5,-1,1,x,1.1,-3,-10,0.1,-1
COc1cccc2cc3c(=O)n(-c4ccccc4)nc-3oc12,-3.8,2.7,5,1.1,21,1.1,-2,-9,-0.2,23
CCC(C(=O)OCn1nnc2ccccc2c1=O)c1ccccc1 (centres undefined),-1.9,3.6,-3,1,-12,1.1,2,3,0.1,-3
Cc1ccc(/C=N/Nc2cccc(C(=O)O)c2)s1,-0.3,-0.8,1,1.5,-8,1.4,-5,-1,0.1,49
CC(C)c1ccc(NC(=O)c2cccnc2)cc1,1.3,1.4,0,1.1,14,1,-6,0,0.4,-7
CCNC(=O)Cn1cnc2c1c(=O)n(C)c(=O)n2C,-4.2,-1.1,3,1,2,1,-5,-6,-0.1,-1
COCCn1c(-c2ccc(OC)cc2)cnc1SCC(=O)Nc1ccc(OC)cc1OC,-0.2,-0.7,-1,0.9,-4,1,-2,-15,-0.1,11
Cn1cc([N+](=O)[O-])c(C(=O)N/N=C\c2c[nH]c3ccccc23)n1,0.1,2.7,0,0.9,0,0.8,-4,-8,-0.3,6
Cc1ccc(S(=O)(=O)NN=C2C3CC4CC(C3)CC2C4)cc1[N+](=O)[O-],0.2,2.8,2,1.2,-13,1.4,-3,-16,-0.5,-8
O=C(OCC(=O)N1CCOCC1)c1ccc2c(c1)OCCO2,1.3,1.1,0,1,-9,1.1,-5,-17,0.0,-4
COC(=O)Cc1csc(N)n1,2.9&1.3,0.5&3.2,-2&2,1&0.8,-6,1.1&0.9,-7&3,-13&-8,0.3&-0.1,-3&-6
COc1ccc(OC)c(C2=NOC(C(=O)N3CCCc4ccccc43)C2)c1 (centres undefined),0.2,0.3,-3,1,x,1.2,-10,1,-0.1,13
COc1ccc(CONS(=O)(=O)c2ccc(NC(C)=O)cc2)cc1Cl,-3.2,0.0,-1,1,x,1.1,-4,-9,0.1,3
CCC(=C(c1ccc(OC)cc1)c1ccc(OC)cc1)c1cn(CC(O)CN2CCN(C)CC2)c2ccccc12 (centres undefined),-0.4,-0.3,2,1,x,1.1,-2,-3,-0.4,100*

# By substructure: the entries above with a nitro group on carbon.
SMILES,DTT redox prof,RAM inhibit,Efa HMGR inh,PMI activator,S1P3 antagonist,PMI act hi M6P,TNAP inh hiacc,TNAP inh noacc,Hsp70 act,Lmaj promast
Cc1ccc2[nH]c(C(=O)O)c(NC(=O)c3ccccc3[N+](=O)[O-])c2c1,-0.2,2.3,-5,1,-1,1,-5,-11,-0.4,-2
O=[N+]([O-])c1ccc(/C=C/c2ccc3ccccc3n2)cc1,-0.1,0.1,5,1,15,1,1,-7,-0.3,6
O=[N+]([O-])c1nn(-c2ccc(Cl)cc2)n(O)c1=NCc1ccccc1,-0.8,-1.0,1,1,-5,1,0,-2,0.0,32
Cc1ccc(CC(=O)Nc2cc([N+](=O)[O-])ccc2F)cc1,-0.1,5.1,0,x,1,x,-3,-6,-0.4,-5
COCCn1c(Cc2ccccc2)nnc1SCc1ccc([N+](=O)[O-])cc1,-0.2,1.7,-5,0.9,5,1,-1,1,-0.1,51*
Cc1c(N=C2NC(=O)/C(=C/c3cccc([N+](=O)[O-])c3)S2)c(=O)n(-c2ccccc2)n1C,0.2,2.8,5,0.9,-6,0.9,7,-4,-0.3,89*
COc1ccc(N2CCN(C(=O)c3ccccc3)CC2)c([N+](=O)[O-])c1,0.6,2.1,-2,1,-13,1,-3,-7,-0.1,8
Cn1cc([N+](=O)[O-])c(C(=O)N/N=C\c2c[nH]c3ccccc23)n1,0.1,2.7,0,0.9,0,0.8,-4,-8,-0.3,6
Cc1ccc(S(=O)(=O)NN=C2C3CC4CC(C3)CC2C4)cc1[N+](=O)[O-],0.2,2.8,2,1.2,-13,1.4,-3,-16,-0.5,-8
